FadD28 FP inh: blocks FadD28 binding to the bisubstrate probe; AID 588549; inhibition, % at 12.5 µM; 360,000 tested, 0.22% active; fluorescence polarization; in the data active = inhibition above about 8.5%, passing the limit was not always enough; inconclusive = no clear call, values can overlap the other calls
PfHsp40 yeast: compounds rescuing yeast from Plasmodium falciparum HSP40 toxicity | S. cerevisiae expressing PfHsp40, growth rescue, ATP luminescence | growth rescue, % at 12.5 µM | 340,000 tested, 0.68% active | AID 504582; in the data active = growth rescue above about 28%, passing the limit was not always enough; inconclusive = no clear call, values can overlap the other calls;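 also: yeast W303a lacking pdr1 and pdr3 grown in galactose medium; growth measured after three days at 30 °C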
BoNT F protease: inhibitors of Botulinum neurotoxin F light chain protease; inhibition, % at 10 µM; Multiplex microsphere protease cleavage assay, flow cytometry; 360,000 tested, 0.22% active; AID 588497; in the data active = inhibition above about 35%, passing the limit was not always enough; inconclusive = no clear call, values can overlap the other calls; also: plate controls were buffer without enzyme for full effect and enzyme alone for no effect
PrPC TRFRET: reduces human prion protein on the cell surface; P04156; cell surface PrPC, TR-FRET read-out; inhibition, % at 13.8 µM; 370,000 tested, 0.43% active; in the data active = inhibition above about 24%; also: 0% = median of the test wells and 100% = reference compound wells
Anthrax LF inh2: inhibitors of Bacillus anthracis lethal factor protease; P15917; multiplex microsphere protease cleavage assay, LF; inhibition, % at 10 µM; 360,000 tested, 0.12% active; AID 588501; also: plate controls were buffer without enzyme for full effect and enzyme alone for no effect
Target sequence (P15917 whole entry, looked up): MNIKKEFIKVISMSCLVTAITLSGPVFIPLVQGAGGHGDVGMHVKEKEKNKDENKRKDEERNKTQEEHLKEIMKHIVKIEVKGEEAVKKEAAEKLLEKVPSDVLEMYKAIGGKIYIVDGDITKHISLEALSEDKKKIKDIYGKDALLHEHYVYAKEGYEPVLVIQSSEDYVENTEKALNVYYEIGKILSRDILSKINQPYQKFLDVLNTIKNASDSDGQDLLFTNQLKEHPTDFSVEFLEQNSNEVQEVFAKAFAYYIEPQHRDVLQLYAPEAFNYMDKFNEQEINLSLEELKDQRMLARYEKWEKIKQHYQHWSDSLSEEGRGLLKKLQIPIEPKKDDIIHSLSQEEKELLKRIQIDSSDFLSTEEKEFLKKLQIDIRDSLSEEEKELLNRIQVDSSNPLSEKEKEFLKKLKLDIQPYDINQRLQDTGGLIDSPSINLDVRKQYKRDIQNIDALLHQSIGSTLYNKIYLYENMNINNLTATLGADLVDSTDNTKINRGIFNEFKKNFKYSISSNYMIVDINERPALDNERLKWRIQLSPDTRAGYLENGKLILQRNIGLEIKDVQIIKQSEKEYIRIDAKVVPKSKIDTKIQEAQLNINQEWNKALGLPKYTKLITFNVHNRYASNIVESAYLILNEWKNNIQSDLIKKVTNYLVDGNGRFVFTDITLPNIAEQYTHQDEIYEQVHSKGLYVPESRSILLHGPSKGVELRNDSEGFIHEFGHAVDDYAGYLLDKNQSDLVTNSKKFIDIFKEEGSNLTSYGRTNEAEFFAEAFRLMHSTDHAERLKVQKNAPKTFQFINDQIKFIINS
CCHFV vOTU inh: blocks the CCHF virus ovarian tumor domain protease; CCHFV vOTU protease, Pep-AMC fluorescence; inhibition, % at 11.5 µM; 370,000 tested, 0.55% active; in the data active = inhibition above about 30%; also: 0% = vehicle wells with enzyme and 100% = no enzyme wells
TcdB inh: blocks C. difficile toxin B glycohydrolase activity | AID 652162 | P18177 | inhibition, % at 9.99 µM | TcdB glycohydrolase enzymatic assay, plate reader | 350,000 tested, 0.24% active; in the data active = inhibition above about 10%
BoNT-A LC inh2: inhibitors of Botulinum neurotoxin A light chain protease; multiplex microsphere protease substrate cleavage, flow cytometry; inhibition, % at 10 µM; 360,000 tested, 0.17% active; AID 588499; also: plate controls were buffer without enzyme for full effect and enzyme alone for no effect
Yp Topo-I inh: Y. pestis Topo-I inhibition via cleavage products; Y. pestis Topo-I cleavage product accumulation, plate reader; activity, % at 10 µM; 360,000 tested, 0.064% active; in the data active = activity above about 50%, passing the limit was not always enough; inconclusive = no clear call, values can overlap the other calls; also: inactives centre near 2
* = called active by the depositor; ? = inconclusive; · = not tested or not shown; & = joins results of further samples. Rule as the data show it, unless noted: active = inhibition above about 30%; inconclusive = no clear call, values can overlap the other calls; inactive = below that. Compounds were not picked by outcome. About 2.3% of those tested had a hit in this group.

SMILES	FadD28 FP inh	PfHsp40 yeast	BoNT F protease	PrPC TRFRET	Anthrax LF inh2	CCHFV vOTU inh	TcdB inh	BoNT-A LC inh2	Yp Topo-I inh
CCn1c(C)csc1=NC(=O)c1ccccc1O	-2.3	1.8	4	5	-2	5	0.8	-0.1	3
O=C1/C(=C/c2ccc3c(c2)OCO3)N2CCC1CC2	-2.0	-1.3	3	-5	0	3	1.3	0.5	0
Cc1ccc(C)c(CSc2nnc(-c3ccccn3)n2N)c1	-1.3	1.7	-7	6	-7	-10	·	-0.9	7
CC(=O)Nc1cc2c(cc1NC(=O)Cn1nc(-c3ccccc3)ccc1=O)OCCO2	0.8	1.0	5	-5	14	-1	-11	-1.1	2
COCCSc1nnc(NS(=O)(=O)Cc2ccccc2)s1	0.8	2.2	2	-5	-4	9	0.3	0.4	7
CCOC(=O)C1CN(S(=O)(=O)c2cc(OC)ccc2OC)C1	·	-0.6	-19	0	-3	2	-0.3	2.3	1
O=C(c1cccc(C(F)(F)F)c1)C1CCCN(C(=O)C2CCOCC2)C1 (stereo not given)	-2.0	-0.6	·	-4	·	3	1.8	·	4
CCCCCCSC1=C(C#N)C(=O)NC2(CCCCC2)S1	?	4.4	-7	11	0	35*	·	-0.7	3
O=C(Nc1cccc(NC(=O)c2cccs2)c1)c1cccnc1	-5.6	0.1	-2	-8	-4	-6	0.1	-0.1	-1
O=C(C1CCCN(c2ncnc3c2nc2n3CCCCC2)C1)N1CCN(c2ccc(F)cc2)CC1 (stereo not given)	-3.5	0.1	-1	11	2	2	-0.4	0.5	22
CCNC(=O)C1(C)CCCN(Cc2cccc3ccccc23)C1 (stereo not given)	-5.1	·	2	-2	-2	-1	0.5	-0.3	13
Cc1cc(Br)ccc1NC(=O)CN(C)C(=O)C1CSC2(C)CCC(=O)N12 (stereo not given)	-1.9	-1.3	-9	5	0	2	1.3	-0.8	2
CCN(/C(N)=N/c1nc(C)cc(C)n1)c1ccccc1	-2.8	-2.1	-18	-4	-4	-9	1.0	1.7	4
Nc1[nH]c(=S)[nH]c(=O)c1-c1ccccc1	0.8	-0.8	-5	-1	-6	9	·	-0.9	-4
Cc1ccn2c(=O)nc(SCC(=O)N3CCCCCC3)nc2c1	-2.4	0.2	-6	-2	-7	12	0.4	-5.6	-8
O=C(CCCc1ccccc1)Nc1nncs1	-0.7	0.4	-11	2	0	-15	·	0.4	-10
COc1ccc(C2CC(=O)C(C=NCCO)=C(O)C2)cc1 (stereo not given)	-2.2	-1.0	?	11	-18	1	0.5	-29	4
C=CCNC(=S)N1CCN(c2ncc3c(=O)c(C(=O)O)cn(CC)c3n2)CC1	-4.1	-0.6	3	1	-3	-13	·	0.2	5
Cc1nc(N)sc1-c1csc(Nc2ccccc2)n1	0.0	-0.3	-24	-2	-2	8	·	2.6	1
O=C(CCSCCC(=O)NCCN1CCOCC1)NCCN1CCOCC1	-2.8	0.1	2	3	-2	-6	·	0.2	-1
CCOC(=O)C1CCCN(C(=O)c2cc3c(C)nc4ccccc4c3o2)C1 (stereo not given)	-2.6	-1.6	3	9	1	-2	·	0.2	24
CCOc1ccc(C(=O)Nc2ccc3c(c2)C(=O)NC3=O)cc1	-3.4	-0.1	1	0	-2	-2	2.4	0.1	6
Cc1ccc(CNC(=O)CN(c2cccc([N+](=O)[O-])c2)S(=O)(=O)c2ccccc2)cc1	-2.8	0.5	-7	6	1	6	·	-0.7	28
CC(C)(C)c1ccc(C(=O)NCc2nnc(SCC(=O)N3CCCc4ccccc43)n2-c2ccccc2)cc1	-3.5	0.0	0	2	-2	-5	0.1	0.1	13
CCN(CC)c1ccc2c(Nc3ccccc3)c(C=O)c(=O)oc2c1	-2.6	-0.5	-7	-2	-6	4	1.8	-0.1	0
COc1cccc(OC)c1C(=O)Nc1ccc(NC(=O)c2ccco2)cc1	-3.4	0.5	-8	-4	-5	2	·	-0.3	4
O=C(Nc1ccc(F)c(F)c1)C1CCN(S(=O)(=O)c2cccs2)CC1	-0.7	0.7	-12	-1	-2	5	-0.3	-1.2	-1
COCC(C)NC(=O)CCSc1nc(-c2ccc(OC)cc2)cc(C(F)(F)F)n1 (stereo not given)	-4.4	0.2	18	5	-3	26	1.5	0.4	5
CC(NC(=O)/C(=C/c1ccc2c(c1)OCO2)NC(=O)c1cccc([N+](=O)[O-])c1)C(=O)O (stereo not given)	-1.9	0.3	-4	-5	0	12	-0.1	0.1	-7
CCOC(=O)CN(c1cc([N+](=O)[O-])ccc1OC)S(C)(=O)=O	-2.5	-0.5	-5	2	0	7	2.4	-0.2	-7
Cc1ccc(-c2cnc(NC(=O)CCC(=O)N(C)Cc3ccccc3)n2C)cc1	-4.0	-1.2	1	1	0	-8	·	-0.2	18
CCOC(=O)C1CCN(S(=O)(=O)c2ccc(CNC(=O)c3ccccc3)s2)CC1	-1.5	2.8	16	7	-4	6	1.7	0.4	9
O=C(C1=C[C@H](C2CC2)C[C@H](OCCCCO)O1)N1CCOCC1	-1.3	-1.0	5	-13	3	-7	0.0&-1.1	0.1	-2
c1csc(CNc2nc(NCC3CCCCC3)c3sccc3n2)c1	-11	·	-6	26*	6	7	-0.3	0.0	10
Cc1nc(-c2ccccn2)sc1C(=O)O	-3.5	-1.9	-6	9	-11	10	-0.3	0.4	2
CCc1nc2ccccc2c(C(=O)OCc2nnc(-c3ccccc3)o2)c1C	-1.9	3.7	-26	0	-2	14	·	-0.9	45
C(=NOCCc1ccccc1)c1cccnc1	-1.9	-0.2	-10	-2	6	20	4.2	-0.3	11
Cc1cc(OCC(=O)Nc2cccnc2)c2c(C)c(C)c(=O)oc2c1	-1.2	-0.9	-1	8	0	-2	0.0	2.7	5
CCOC(=O)CNC(=S)N1CC2C[C@@H](C1)Cn1c2cccc1=O	-4.3	-0.5	-14	6	11	3	1.4	-2.9	5
O=c1[nH]c(-c2ccccc2)nc(CN2CCCCC2)c1O	-0.2	-0.3	-8	0	-9	4	1.3	-1.1	-5
O=C(Nc1ccc(S(=O)(=O)Nc2ccc(Cl)cc2)cc1)C1CCCO1 (stereo not given)	-4.6	-0.1	-8	16	-2	10	·	0.1	9
Cc1nn(C)c(C)c1N=Cc1c(O)ccc2ccccc12	-2.3	-0.7	14	-7	2	-15	0.9	0.7	-5
O=C(CSc1ncnc2c1oc1ccccc12)Nc1nccs1	-3.0	0.6	0	-7	-2	-3	0.9	0.0	-1
COc1ccc(CNC(=O)COC(=O)c2nc3nc(C)cc(C)n3n2)cc1	-0.9	-0.9	2	-1	6	-15	0.0	1.2	0
COc1ccc(S(=O)(=O)NC(=O)C2(C)CCN2C(=O)Cc2cc(C)cc(C)c2)cc1 (stereo not given)	-0.5	·	-5	-5	-12	4	-2.7	0.0	5
NS(=O)(=O)c1ccc(N2CCN(CCOc3ccc(Cl)cc3)CC2)nc1	·	-1.3	2	3	-2	4	-0.8	1.6	27
O=C(CSc1nnc(CNC(=O)c2ccccc2F)o1)Nc1cccc(C(F)(F)F)c1	-3.1	-0.9	7	3	0	1	-0.3	1.6	-2
COc1ccc(CNC(=O)C(C)OC(=O)c2cccn2C)cc1 (stereo not given)	-2.9	0.1	-1	-4	-8	0	·	-1.3	1
COCCOC(=O)c1c(C)oc2ccc(NS(=O)(=O)c3ccc(C(=O)O)cc3)cc12	-1.1	0.1	8	-2	-4	-1	·	2.1	0
O=C(OCCCN=C1NS(=O)(=O)c2ccccc21)c1ccc([N+](=O)[O-])cc1	0.3	-0.4	-2	1	-6	-7	2.1	-1.5	2
CCC(=O)N1CCN(c2ccc(NC(=O)c3cc4ccccc4o3)cc2Cl)CC1	-0.4	21	18	32*	1	-3	·	2.0	18
CCNC(=S)N1CCCCC1CO (stereo not given)	-4.0	-0.1	-7	-7	-5	8	0.7	-1.8	-10
O=C(c1ccc(F)cc1)N1C2CCC1CC(O)(c1ccccc1F)C2 (stereo not given)	0.9	-0.5	0	-4	1	7	·	0.7	5
Cc1onc(-c2ccccc2Cl)c1C(=O)N1CCN(c2nc3ccccc3s2)CC1	-0.2	1.7	-30	2	-1	2	·	-0.5	8
COc1cccc(CC(=O)Nc2ccc(S(=O)(=O)N3CCCCC3)cc2)c1	-1.5	1.8	4	7	5	-3	-11	0.5	24
S=C(c1ccco1)N1CCOCC1	-0.5	-0.7	4	6	10	-3	-0.3	-0.5	-4
CCOC(=O)N1CCN(C(=O)CCc2nc3sc4c(c3c(=O)[nH]2)CCCC4)CC1	-2.7	0.5	-4	3	-7	-5	-0.2	-0.9	3
Cc1nc2cc(NC(=O)NCc3ccccc3)ccc2o1	-2.3	-1.3	-6	-3	-3	4	1.1	0.2	-1
Cc1ccc(-c2nc(P(=O)(c3ccccc3)c3ccccc3)c(N3CCOCC3)o2)cc1	-3.6	-0.3	0	-5	-1	-4	3.9	0.0	35
COc1ccc(NC(=O)c2sc3nc(-c4cccnc4)ccc3c2N)cc1	-1.7	1.0	·	-1	·	-7	0.1	·	-3

The final 5 entries of the part above come first, to join the parts:
SMILES	FadD28 FP inh	PfHsp40 yeast	BoNT F protease	PrPC TRFRET	Anthrax LF inh2	CCHFV vOTU inh	TcdB inh	BoNT-A LC inh2	Yp Topo-I inh
S=C(c1ccco1)N1CCOCC1	-0.5	-0.7	4	6	10	-3	-0.3	-0.5	-4
CCOC(=O)N1CCN(C(=O)CCc2nc3sc4c(c3c(=O)[nH]2)CCCC4)CC1	-2.7	0.5	-4	3	-7	-5	-0.2	-0.9	3
Cc1nc2cc(NC(=O)NCc3ccccc3)ccc2o1	-2.3	-1.3	-6	-3	-3	4	1.1	0.2	-1
Cc1ccc(-c2nc(P(=O)(c3ccccc3)c3ccccc3)c(N3CCOCC3)o2)cc1	-3.6	-0.3	0	-5	-1	-4	3.9	0.0	35
COc1ccc(NC(=O)c2sc3nc(-c4cccnc4)ccc3c2N)cc1	-1.7	1.0	·	-1	·	-7	0.1	·	-3
O=C(CSc1nnc(SCc2ccccc2)s1)N/N=C/C=C/c1ccccc1[N+](=O)[O-]	-1.9	-0.4	-5	0	-1	15	·	-0.4	18
Cc1ccc(Cl)c(NC(=O)COC(=O)c2cc[n+]([O-])cc2)c1Cl	-1.1	0.8	1	-8	-5	12	3.1	0.7	0
COCC(=O)Nc1ccc(S(=O)(=O)Nc2onc(C)c2C)cc1	-2.9	·	-5	-6	0	7	0.8	-0.5	2
COc1ccccc1CC(=O)Nc1ccc(-c2noc(COc3cccc(C)c3C)n2)cc1	-4.8	-0.8	3	1	-1	-4	1.0	-0.4	9
O=[N+]([O-])c1ccc2nc(C(O)C(O)c3nc4ccc([N+](=O)[O-])cc4[nH]3)[nH]c2c1 (stereo not given)	-0.8	0.5	?	-13	-24	19	3.1	0.3	-2
Cc1csc(=O)n1CCC(=O)OCC(=O)Nc1cccc(C#N)c1	-3.4	-0.3	-13	-2	-1	-7	0.2	3.6	-6
COc1cccc(C(=O)N2CCC(C(=O)N3CCN(C)CC3)CC2)c1	0.2	0.6	-4	0	-5	7	-2.5	-0.3	-2
CCCCCCCCCCCC(=O)N/N=C/c1ccco1	3.4	3.9	-2	10	22	-6	·	1.8	-4
O=C(N/N=C/c1cccc([N+](=O)[O-])c1)C(=O)N1CCCCCC1	0.0	0.2	5	-16	-6	-21	-1.0	-0.6	5
CCN1C(=O)[C@H]2[C@@H](c3ccc(C)cc3)N[C@]3(CCCN(Cc4ccco4)C3=O)[C@H]2C1=O	-0.1	·	-7	-6	5	-3	2.2	-0.2	4
CNc1nc(N)c([N+](=O)[O-])c(NC2CCCCC2)n1	-3.4	1.8	-8	6	-6	17	0.1	0.5	4
COc1ccc(NC(=O)CC2C(=O)N(c3ccc(OC)cc3)C(=O)N2CCc2cccs2)cc1 (stereo not given)	-1.6	0.5	23	-5	2	8	2.0	3.5	-2
Cc1cccn2c(=O)c(C=O)c(NCc3ccccc3)nc12	-0.6	·	·	4	·	-5	0.2	·	8

Screening data: PubChem BioAssay, several laboratories
